Source: PubChem BioAssay (The Scripps Research Institute Molecular Screening Center)
TTR transcr act: TTR transcription activation, primary screen. SH-SY5Y TTR promoter Gaussia luciferase, luminescence; 100% = recombinant luciferase protein wells. activation, % at 16.7 µM. 92,000 compounds, 1.3% hits;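 active = activation above the mean of all tested compounds plus 3 SD, cut at about 9.5% in these data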;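 note: cells exposed to compounds for one day before reading; 0% = median of all test compound wells on the plate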
The depositor's hits bear a star. Some of the compounds tested; count on the stated rates, not on these rows.

COc1ccccc1N1CCN(C(=O)Cn2cnc3c2c(=O)n(C)c(=O)n3C)CC1 was read as TTR transcr act 3.7.
Screening CCO[C@@H]1OC(C(=O)N2CCCCCCC2)=C[C@H](C2CCCCC2)[C@H]1CCCO returned TTR transcr act -3.7.
CCOC(=O)CCc1c(C)nc2c(c(C)nn2C(C)(C)C)c1C was read as TTR transcr act 0.1.
Screening Cn1nnnc1Sc1ccc(C(=O)O)cc1[N+](=O)[O-] returned TTR transcr act 9.3.
For COC(=O)c1cc(C)cc(=O)o1 the results were TTR transcr act 1.7.
Cc1c(N2C(=O)CS/C2=N\N=C\c2ccc(Cl)cc2)c(=O)n(-c2ccccc2)n1C was read as TTR transcr act -0.2.
Screening O=C1CCC[C@H]2C[C@H](NCc3ccc(F)cc3F)CC[C@]23CCCN13 returned TTR transcr act -0.6.
For O=C(NC(c1ccccc1)c1ccccc1)N1CCN(CCO)CC1 the results were TTR transcr act 0.6.
For COc1ccccc1N1CCN(C(=O)NC23CC4CC(CC(C4)C2)C3)CC1 the results were TTR transcr act -3.6.
`Cc1cc(NC(=O)CCOc2ccc(F)cc2)no1` gave TTR transcr act 3.5.
CCC[C@H]1[C@@H](OC(=O)NCc2cccnc2)CC[C@@]23CCCN2C(=O)CCC[C@@H]13 was read as TTR transcr act 1.5.
Fc1cccc(NC(=S)NCc2ccccn2)c1 was read as TTR transcr act 2.6.
For COc1cc2c(cc1OC)[C@H](Cc1ccc(O)cc1)NCC2 the results were TTR transcr act 0.4.
For C[C@H](CO)N1C[C@H](C)[C@H](CN(C)C(=O)CC2CC2)Oc2cc(Br)ccc2S1(=O)=O the results were TTR transcr act 0.1.
Screening Cc1ccc(NC(=O)C2=C(c3ccccc3)S(=O)(=O)CCS2(=O)=O)cc1 returned TTR transcr act -7.1.
For Cc1ccc(N2CC(=O)Nc3c(sc4nc(C)cc(C)c34)C2=O)cc1 the results were TTR transcr act -1.2.
`O=C(Nc1ccc(F)c(F)c1)c1ccc(F)c(S(=O)(=O)N2CCC3(CC2)OCCO3)c1` gave TTR transcr act -1.6.
`O=C(COc1ccc2c(C(F)(F)F)cc(=O)oc2c1)NCc1cccs1` gave TTR transcr act 2.9.
`CCc1nnc(NC(=O)c2ccc(OC)cc2)s1` gave TTR transcr act -0.5.
For O=C(O)CCCC(=O)N1N=C(c2c(-c3ccccc3)c3cc(Cl)ccc3[nH]c2=O)CC1c1cccs1 (stereo not given) the results were TTR transcr act -0.4.
Screening CCC(=O)NNc1ncnc2c1cnn2-c1cccc(C)c1 returned TTR transcr act 0.4.
For O=C(CSc1nnc(NC(=O)c2c(F)cccc2F)s1)Nc1ccc(F)cc1 the results were TTR transcr act 0.0.
Screening CCCc1[nH]nc2c1C(c1ccoc1)C(C#N)=C(N)O2 (stereo not given) returned TTR transcr act 0.0.
CCN(CC)S(=O)(=O)c1ccc(N)cc1 was read as TTR transcr act 2.6.
O=C(Cc1ccc(NC(=O)C2CCCN(C(=O)CCc3ccccc3)C2)cc1)Nc1cccc(C(=O)N2CCCC2)c1 (stereo not given) was read as TTR transcr act -2.2.
For O=C(Nc1cccc(Cl)c1Cl)c1csc([C@H]2C[C@H](O)[C@@H](CO)O2)n1 the results were TTR transcr act 1.4.
COc1cccc2c(C)c(C(=O)O)[nH]c12 was read as TTR transcr act -0.4.
For CCOc1ccc(C(=O)NNC(=O)CN2C(=O)NC3(CCCC3)C2=O)cc1 the results were TTR transcr act 4.3.
Screening Cc1ccc(C(NC(=O)c2ccccc2S(C)(=O)=O)c2ccccc2)cc1 (stereo not given) returned TTR transcr act 0.1.
For COc1cccc(C(=O)NC2CCN(CC(=O)NCc3ccccc3OC)CC2)c1 the results were TTR transcr act -1.4.
`CC(C)(C)OC(=O)N1CCc2onc(-c3ccc([N+](=O)[O-])cc3)c2C1=O` gave TTR transcr act 0.6.
Screening COc1cc(N2N=C(c3ccccc3)CC2c2ccccc2)c(C=O)cc1C=O (stereo not given) returned TTR transcr act -1.6.
C=CCNC(=O)/C(=C\c1cccc([N+](=O)[O-])c1)NC(=O)c1ccccc1 was read as TTR transcr act 0.2.
For Cc1nc2[nH]c(=O)n(O)c(=O)c2s1 the results were TTR transcr act 1.1.
`Cc1[nH]c2ccccc2c1/C=C(/C#N)C(=O)NC(C)C` gave TTR transcr act -1.1.
O=C(N/N=C/c1ccco1)c1cccc(NC(=O)c2ccccc2Cl)c1 was read as TTR transcr act -0.1.
`Cc1noc(C)c1C(=O)NC(C)c1ccc2c(c1)OCO2` (stereo not given) gave TTR transcr act -1.3.
For O=C(OCc1cn(Cc2cccc(F)c2)nn1)N1CCOCC1 the results were TTR transcr act 5.4.
For O=C(Nc1ccncc1)Nc1cc(Cl)ccc1Cl the results were TTR transcr act 4.3.
O=[N+]([O-])c1cc(S(=O)(=O)NC2=NCCCCC2)ccc1NCC1CCCCC1 was read as TTR transcr act 0.8.
CCN(C[C@H]1N[C@@](C)(C(=O)OC)[C@H]2C(=O)N(Cc3ccccc3)C(=O)[C@@H]12)C(=O)c1ccc(F)cc1 was read as TTR transcr act 1.1.
O=C(CN1C(=O)CSc2ccc(S(=O)(=O)N3CCCCC3)cc21)NCc1cccnc1 was read as TTR transcr act 11.1*.
CCC(C)[C@H](NC(=O)NCc1cccc(OC)c1)C(=O)O (stereo not given in full) was read as TTR transcr act -1.3.
Screening O=C(Cc1cc(=O)[nH][nH]1)N/N=C/c1c(Cl)cccc1Cl returned TTR transcr act -1.1.
For CCOC(=O)C1CCCN(C2CC(=O)N(c3ccc(C(C)C)cc3)C2=O)C1 (stereo not given) the results were TTR transcr act 0.2.
Screening Cc1ccc(S(=O)(=O)NC2=NCN(CCOC(=O)c3ccc([N+](=O)[O-])cc3)CN2)cc1 returned TTR transcr act 9.5.
Cc1cccnc1NC(=O)c1nn(C)c2c1CS(=O)(=O)c1ccccc1-2 was read as TTR transcr act 4.9.
Screening CCc1nc2ccccc2n1CC(=O)N1CCN(S(=O)(=O)c2cccc(C(F)(F)F)c2)CC1 returned TTR transcr act -0.1.
O=C(COc1ccc(Br)cc1Cl)NC(=O)Nc1ccc2c(c1)OCCO2 was read as TTR transcr act 1.5.
For CC(=O)C1=C(C)N(Cc2ccccc2)C(=O)N[C@H]1c1cccc(C(F)(F)F)c1 the results were TTR transcr act -0.5.

3 structures from above, sorted by formula weight, ascending:
CCN(CC)S(=O)(=O)c1ccc(N)cc1 was read as TTR transcr act 2.6.
`Cc1[nH]c2ccccc2c1/C=C(/C#N)C(=O)NC(C)C` gave TTR transcr act -1.1.
For COc1cc2c(cc1OC)[C@H](Cc1ccc(O)cc1)NCC2 the results were TTR transcr act 0.4.

Following part:
For CCN(CC)C(=S)SCC(=O)Nc1ncc2c(n1)CCCC2=O the results were TTR transcr act 2.2.
For O=C(COC(=O)c1ccccc1NS(=O)(=O)c1cccs1)NC1CCCCC1 the results were TTR transcr act 0.3.
For O=C(CCNC(=O)Cn1cnc2ccccc2c1=O)NCC1COc2ccccc2O1 (stereo not given) the results were TTR transcr act 1.2.
`CC(C)(C)OC(=O)C[C@@H]1C/C=C\C[C@@H](CC(=O)N(CCO)Cc2ccccc2)C(=O)NCCOC1=O` gave TTR transcr act -3.4.
Screening Cc1cccc(NC(=O)c2c([N+](=O)[O-])c(C(C)(C)C)nn2C)c1 returned TTR transcr act -0.5.
Screening CN(C)CC(C)(C)CNC(=S)Nc1ccc(S(=O)(=O)N2CCOCC2)cc1 returned TTR transcr act -0.7.
`CNCc1cc(Cl)cc(OC)c1OC(C)C` gave TTR transcr act 0.2.
COc1ccc(S(=O)(=O)NCC(=O)NCc2cc(=O)n(C)c(=O)n2C)cc1F was read as TTR transcr act 53.5*.
`COc1cccc(COCCN2CCN(S(=O)(=O)c3ccc(C)cc3)CCC2=O)c1` gave TTR transcr act -1.6.
Cc1ccc(Cc2c(-c3ccc(Cl)cc3)nc3cc(C)c(Br)c(C)n23)cc1 was read as TTR transcr act 0.4.
For Cc1cc(=O)c(C(=O)O)cn1-c1ccc(C(C)C)cc1 the results were TTR transcr act 0.4.
Screening CN(CC(=O)Nc1ccc(F)cc1)S(=O)(=O)c1ccc2c(c1)c(=O)n(C)c(=O)n2C returned TTR transcr act 2.0.
O=C(OCC1OC(n2ccc(=O)[nH]c2=O)C(Cl)C1O)c1ccccc1 (stereo not given) was read as TTR transcr act -2.2.
For c1cncc(CNc2ccc3c(c2)OCO3)c1 the results were TTR transcr act -2.6.
Screening CCN1CC2=C(OC(N)=C(C#N)C2c2cccs2)/C(=C\c2cccs2)C1 (stereo not given) returned TTR transcr act -0.2.
COc1cccc(CNC(=O)CCN2C(=O)[C@@H]3Cc4ccccc4CN3C2=O)c1 was read as TTR transcr act 1.1.
Screening COc1ccc(-c2cc(C)nc(SCc3cccc(C(=O)O)c3)n2)cc1 returned TTR transcr act 0.7.
`CCOC(=O)C1(CC2CC2)CCN(Cc2cnc(-c3ccc(OC)cc3)nc2)CC1` gave TTR transcr act -1.3.
Screening COc1ccc(Cl)cc1C(=O)Nc1ccc2c(c1)OCO2 returned TTR transcr act -1.7.
For CCC(=O)N1N=C(c2ccc(C)o2)CC1c1ccc(OC)cc1 (stereo not given) the results were TTR transcr act -0.5.

Of the compounds above, these contain fluorine.
Screening O=C1CCC[C@H]2C[C@H](NCc3ccc(F)cc3F)CC[C@]23CCCN13 returned TTR transcr act -0.6.
`Cc1cc(NC(=O)CCOc2ccc(F)cc2)no1` gave TTR transcr act 3.5.
Fc1cccc(NC(=S)NCc2ccccn2)c1 was read as TTR transcr act 2.6.
`O=C(Nc1ccc(F)c(F)c1)c1ccc(F)c(S(=O)(=O)N2CCC3(CC2)OCCO3)c1` gave TTR transcr act -1.6.
`O=C(COc1ccc2c(C(F)(F)F)cc(=O)oc2c1)NCc1cccs1` gave TTR transcr act 2.9.
For O=C(CSc1nnc(NC(=O)c2c(F)cccc2F)s1)Nc1ccc(F)cc1 the results were TTR transcr act 0.0.
For O=C(OCc1cn(Cc2cccc(F)c2)nn1)N1CCOCC1 the results were TTR transcr act 5.4.
CCN(C[C@H]1N[C@@](C)(C(=O)OC)[C@H]2C(=O)N(Cc3ccccc3)C(=O)[C@@H]12)C(=O)c1ccc(F)cc1 was read as TTR transcr act 1.1.
Screening CCc1nc2ccccc2n1CC(=O)N1CCN(S(=O)(=O)c2cccc(C(F)(F)F)c2)CC1 returned TTR transcr act -0.1.
For CC(=O)C1=C(C)N(Cc2ccccc2)C(=O)N[C@H]1c1cccc(C(F)(F)F)c1 the results were TTR transcr act -0.5.
COc1ccc(S(=O)(=O)NCC(=O)NCc2cc(=O)n(C)c(=O)n2C)cc1F was read as TTR transcr act 53.5*.
Screening CN(CC(=O)Nc1ccc(F)cc1)S(=O)(=O)c1ccc2c(c1)c(=O)n(C)c(=O)n2C returned TTR transcr act 2.0.

Following part.
CCCC1CCC2(CC1)CCC2OC(=S)NCc1ccc(Cl)cc1 (stereo not given) was read as TTR transcr act 1.4.
`COC(=O)c1ccc(NC(=O)C2CC(=O)OC2c2ccccc2)cc1` (stereo not given) gave TTR transcr act 1.9.
Oc1ccc2ccccc2c1N=Nc1ccc(F)cc1 was read as TTR transcr act 2.4.
For CC(=O)NC(CC(=O)OCC(=O)c1c(N)n(C)c(=O)n(C)c1=O)c1ccccc1 (stereo not given) the results were TTR transcr act 6.7.
O=C(O)c1ccc(COc2ccccc2/C=C2\NC(=O)N(Cc3ccc(F)cc3)C2=O)cc1 was read as TTR transcr act 8.7.
`COc1cc(C(=O)Nc2nnc(C3CC3)s2)ccc1OCc1c(C)noc1C` gave TTR transcr act 1.2.
Cc1ccc(S(=O)(=O)N2CCC(C(=O)N3CCC3)CC2)cc1 was read as TTR transcr act -0.9.
For O=C1OCCC1Sc1ncnc2sc3c(c12)CCC3 (stereo not given) the results were TTR transcr act 1.2.
`CC(C)N1CC(COc2ccccc2Cl)OC1=O` (stereo not given) gave TTR transcr act -2.1.
For Cc1nc2ccc(N=NC3=C(O)CCCC3=O)cc2s1 the results were TTR transcr act -3.4.
CC1CCCN(C(=O)CSc2nnc(-c3cccnc3)n2C2CCCCC2)C1 (stereo not given) was read as TTR transcr act 0.7.
Cc1csc(NC(=O)c2nn(C)c(C)c2[N+](=O)[O-])n1 was read as TTR transcr act -0.4.
Screening COc1ccc(-n2nc3c(c2NC(=O)C2CCCC2)CS(=O)C3)cc1 (stereo not given) returned TTR transcr act 5.3.
For CCCC1(C(=O)OCC)NC(c2ccc(N(C)C)cc2)C2C(=O)N(c3ccccc3)C(=O)C21 (stereo not given) the results were TTR transcr act 2.1.
Screening C=CCN1[C@@H](C)[C@H](c2ccccc2)Oc2cccc(NCCc3ccccc3)c2S1(=O)=O returned TTR transcr act -1.4.
`CC(NC(=O)c1cc(-c2ccc(Br)cc2)on1)c1ccccc1` (stereo not given) gave TTR transcr act 0.4.
O=C(Nc1cccnc1)c1ccc2nc(-c3ccccc3)c(-c3ccccc3)nc2c1 was read as TTR transcr act -3.2.
`CCN(CC)CCOC(=O)C(Cc1ccco1)Cc1cccc2ccccc12` (stereo not given) gave TTR transcr act 3.1.
CCN1CCCC1Cn1cnc2c([nH]c3ccc(OC)cc32)c1=O (stereo not given) was read as TTR transcr act -1.6.
CCCCCCCCCCCCN1C/C(=C\C(=O)OCC)c2ccccc2S1(=O)=O was read as TTR transcr act -1.2.
`CC1CCN(CCCNC(=O)CCc2nnc3n(CCc4ccccc4)c(=O)c4ccccc4n23)CC1` gave TTR transcr act 1.0.
Cn1cc2c(=O)n(/N=C/c3ccccc3)cnc2n1 was read as TTR transcr act 0.0.
For Cc1ccc(NC(=O)CN2CCc3cc4c(cc3C2C)OCCCO4)cc1C (stereo not given) the results were TTR transcr act -0.1.
For COC(=O)c1cccn(CC(=O)c2ccc(Cl)cc2)c1=O the results were TTR transcr act -0.1.
O=C(CSc1ccccn1)Nc1ccc(F)c([N+](=O)[O-])c1 was read as TTR transcr act -0.3.
For CCCCOc1ccc(C(=O)NCC(=O)NCC(c2ccc(OC)cc2)N2CCCC2)cc1 (stereo not given) the results were TTR transcr act 1.8.
`COc1cc(C)c(Br)cc1S(=O)(=O)NCCCN1CCOCC1` gave TTR transcr act -0.7.
Screening COC(=O)c1ccc(S(=O)(=O)N(CCO)Cc2ccccc2)n1C returned TTR transcr act 2.7.
`COC(=O)c1sc(-c2cccs2)cc1NC(=O)/C=C/C(=O)O` gave TTR transcr act 0.3.
For O=C(CCN1C(=O)c2ccccc2C1=O)NCc1ccc(Cl)cc1 the results were TTR transcr act 2.5.
Screening COC(=O)CSC1=C(C#N)C(c2cccc(OC)c2)CC(=O)N1 (stereo not given) returned TTR transcr act 0.6.
